Wnt act – Wnt/beta-catenin pathway activators, primary screen, cell-based, plate reader, single point. Wnt/beta-catenin reporter cell assay, activator. activation, % at 9.35 µM. 1.2% of 300,000 active. AID 743398, 2014; in the data active means activation above about 30%, passing the limit was not always enough; inconclusive means no clear call, values can overlap the other calls;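 further: 0% = neutral control wells and 100% = positive control wells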
RTF Ca sens act – cardiac RTF calcium sensitivity activators, primary screen, biochemical, IANBD-TnC fluorescence, EC20 calcium; AID 493008, 2010; activation, % at 7.2 µM; Troponin I, cardiac muscle (Homo sapiens) + Troponin T, cardiac muscle (Homo sapiens) + …; IANBD-labeled TnC RTF fluorescence at EC20 calcium; 0% EC20 calcium, 100% full calcium; 0.24% of 340,000 active;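 active means activation above the mean over all tested compounds plus 3 SD, cut at about 30% in these data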;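 further: rise in fluorescence read as greater calcium sensitivity of cardiac thin filaments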
dFosB activator – activators of delta FosB homodimer, primary screen, biochemical, fluorescence polarization, TAMRA-CDK5 oligo, single point. Protein FosB (Mus musculus), P13346. activation, % at 25 µM. purified delta FosB; percent of positive-control signal above neutral wells. 0.99% of 340,000 active;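 active means mean activation above about 17%, with every replicate also reaching it, limit read from the data, passing the limit was not always enough; inconclusive means only one of the two conditions met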;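 further: fluorescence polarization rise as delta FosB binds a TAMRA Cdk5 AP-1 oligo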
Target sequence (P13346 whole entry, looked up): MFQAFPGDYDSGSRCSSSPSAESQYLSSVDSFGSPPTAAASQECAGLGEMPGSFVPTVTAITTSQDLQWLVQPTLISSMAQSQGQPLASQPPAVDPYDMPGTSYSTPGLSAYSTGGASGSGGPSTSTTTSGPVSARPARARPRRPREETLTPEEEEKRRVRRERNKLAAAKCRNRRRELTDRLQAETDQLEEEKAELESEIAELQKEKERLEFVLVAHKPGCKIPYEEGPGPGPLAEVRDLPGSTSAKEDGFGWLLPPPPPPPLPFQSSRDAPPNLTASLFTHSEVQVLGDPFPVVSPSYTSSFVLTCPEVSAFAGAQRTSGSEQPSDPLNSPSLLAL
V-ATPase pH – regulators of yeast V-ATPase proton pumping, primary screen, pHLuorin cytosolic pH fluorescence. S. cerevisiae. response, % at 10 µM. 0.37% of 350,000 active. AID 504577, 2011; in the data active means response mostly above about 7.3%, no sharp cut-off; inactive means mostly below about 5.4%; further: actives read high; inactives centre near 0; some compounds called inactive have numbers as strong as hits
CAL PDZ FP-1 – CAL PDZ peptide-binding inhibitors, primary screen, biochemical, fluorescence polarization, Cer-tagged CAL PDZ, HTS | 0.02% of 330,000 active | purified CAL PDZ, TMR-peptide fluorescence polarization, 1 h | Golgi-associated PDZ and coiled-coil motif-containing protein (Homo sapiens), Q9HD26 | inhibition, % at 20 µM | AID 504414, 2011;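 active means highest replicate inhibition of at least 40%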;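 further: plate controls were DMSO neutral control wells for no effect and unlabeled competitor peptide control wells for full effect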
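Test system: purified CerCALP PDZ construct; Compound dosing: one concentration, 20 µM compound; Also added: TMR-labelled reporter peptide T*-PRC34 bound in PDZ groove; Read-out: inhibition from polarization loss; Controls: unlabelled peptide and DMSO controls; Signal: FP readout, S and P plane fluorescence; Incubation: 1 h at RT.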
Rtt109 Vps75 – inhibitors of C. albicans Rtt109/Vps75 HAT, primary screen, biochemical, ThioGlo CoA-SH fluorescence, plate reader. inhibition, % at 34.9 µM. 0.16% of 330,000 active. purified Rtt109/Vps75, 4 h. Histone acetyltransferase RTT109 (Candida albicans (strain SC5314 / ATCC MYA-2876)), …;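 active means inhibition of at least 50% in every replicate; inconclusive means best replicate reaches 50% inhibition but some replicates fall short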
Target sequence (Q5AAJ8 whole entry, looked up): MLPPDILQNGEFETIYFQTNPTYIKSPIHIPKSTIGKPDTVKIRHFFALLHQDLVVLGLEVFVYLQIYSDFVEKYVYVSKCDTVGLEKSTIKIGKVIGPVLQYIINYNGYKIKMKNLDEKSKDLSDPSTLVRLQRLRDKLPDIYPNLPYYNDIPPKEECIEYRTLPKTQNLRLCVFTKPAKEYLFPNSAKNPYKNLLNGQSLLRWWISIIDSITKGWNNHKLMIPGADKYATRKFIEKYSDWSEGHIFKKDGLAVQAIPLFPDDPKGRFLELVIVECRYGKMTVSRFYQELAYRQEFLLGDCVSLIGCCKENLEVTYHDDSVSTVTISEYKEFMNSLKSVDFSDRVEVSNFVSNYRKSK
Tat transport – E. coli Tat export inhibitors, primary screen, MC4100, TorA-mCherry reporter, fluorescence, single point. inhibition, % at 10 µM. 0.036% of 340,000 active;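 active means mean replicate inhibition at least 50% and at least half of replicates individually reaching 50%; inconclusive means only one of the two criteria met; inactive means neither criterion met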;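 further: exported cargo escapes ClpAP degradation while cytoplasmic cargo is degraded and loses fluorescence; 0% = median of neutral control wells and 100% = median of NaSCN control wells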
MITF TRPM1 HTS – activators of MITF-driven TRPM1 promoter reporter, primary screen, cell-based, SK-MEL-5, luciferase, single point; SK-MEL-5 TRPM1-promoter luciferase, 24 h; % of positive control, neutral wells = 0; activation, % at 12.5 µM; 0.75% of 300,000 active; AID 588334, 2011;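 active means mean activation of at least 80% with every replicate also reaching 80%; inconclusive means mean reaches 80% but some replicate falls short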;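 further: 0% = neutral control wells and 100% = parthenolide positive control wells; values of inactives mirror those of a sister screen read the other way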
CAL PDZ FP-2 – untagged CAL PDZ binding inhibitors, primary screen, biochemical, fluorescence polarization, HTS; Golgi-associated PDZ and coiled-coil motif-containing protein (Homo sapiens), Q9HD26; purified CAL PDZ, TMR-peptide fluorescence polarization, 1 h; inhibition, % at 24.9 µM; 0.92% of 300,000 active; AID 602252, 2012;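 active means mean inhibition of at least 30% with at least half of replicates also reaching 30%; inconclusive means no clear call, values can overlap the other calls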;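 further: 0% = DMSO neutral control and 100% = excess unlabeled competitor peptide PRC23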
CDK5 p35 inh – inhibitors of human CDK5/p35 kinase, primary screen, biochemical, single concentration; Cyclin-dependent kinase 5 (Homo sapiens) + Cyclin-dependent kinase 5 activator 1 (Homo …; Recombinant CDK5/p35, ADP-Glo luminescence, 60 min; AID 488839, 2010; inhibition, % at 10 µM; 0.01% of 330,000 active;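 active means highest replicate inhibition of at least 50% and at least 75% of replicates reaching 50%; inconclusive means only one of the two criteria met; inactive means both criteria failed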;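 further: plate controls were DMSO neutral control for no effect and GW8510 at 10 µM for full effect; many of its hits are not listed in these tables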
Numbers without * were called inactive; ? = inconclusive; / = no result given.

Wnt act	RTF Ca sens act	dFosB activator	V-ATPase pH	CAL PDZ FP-1	Rtt109 Vps75	Tat transport	MITF TRPM1 HTS	CAL PDZ FP-2	CDK5 p35 inh	Structure
-4	-4	-11	7	-0.2	5	0	0	/	0.9	CCN(CC)c1ccc([C@H]2[C@@H]3CCCC[C@]3(O)CCN2CC(=O)NCc2ccco2)cc1
-4	-2	-7	2	-1.3	6	4	-8	/	1.4	O=C(Nc1ccc(S(=O)(=O)N2CCCCC2)cc1)C1CC1
-2	3	-12	6	0.9	-10	4	-5	-2	2.6	Cc1ccc(CCNC(=O)C23CN(Cc4ccccc4)CC2C(c2cccc([N+](=O)[O-])c2)=NO3)cc1 (configuration not stated)
-4	-2	-9	-8	-0.3	3	-10	5	-3	-0.8	CC12CCC(C(=O)NCCN3CCCCC3)(CC1=O)C2(C)C (configuration not stated)
/	1	-3	-3	-2.6	/	-9	/	-9	0.4	COC(=O)c1cccnc1NC(=S)NNC(=O)c1ccccc1
-2	0	-4	2	-1.2	4	2	5	-4	-3.9	Cc1cccc(C(=O)N2[C@@H](C(C)C)COc3cc(Br)ccc3S2(=O)=O)c1
-8	4	-13	0	-3.6	-4	-13	/	-3	-3.4	Cc1cccc(-n2ncc(Cl)c(Cl)c2=O)c1
0	14	-4	0	-0.4	-2	-2	9	/	-0.3	O=C(CCNS(=O)(=O)c1ccccc1)OCC(=O)c1ccc(Br)cc1
2	2	-4	-1	-0.9	0	-12	/	1	-0.1	COc1ccccc1OCCSc1nc2ccccc2n1CC(O)CO (configuration not stated)
-5	9	-10	-1	-1.9	-3	-4	48	-4	-1.3	Clc1ccccc1CSc1cnnc2ccccc12
2	-1	-5	-4	-1.1	-1	-1	-9	1	0.1	Cn1c(SCC(=O)Nc2ccccc2F)nnc1C1CCCCC1
-1	8	-5	3	-0.5	5	-4	-11	0	1.7	NC(=O)C[n+]1ccc(/C=N/O)cc1
/	3	-6	0	-1.2	9	9	-3	10	2.2	COC(=O)c1ccc(CSc2nc3c(c(=O)n2-c2ccc(F)cc2)SCC3)o1
/	-4	-2	0	-0.3	-4	3	1	-2	1.7	N=c1sccn1CC(=O)NCCc1ccc(Cl)cc1Cl
-3	1	-4	2	-1.9	-20	-4	-13	-3	-0.1	NS(=O)(=O)c1ccc(CCNC(=O)CSc2ncnc3ccccc23)cc1
/	4	2	0	-0.7	6	-1	5	5	-0.4	Cc1ccc(SCCNC(=O)C(C)C)cc1
0	5	2	-2	-2.0	2	6	-11	-5	-1.2	CCc1c(O)nc(SCC(=O)Nc2nc3ccccc3s2)n(-c2ccccc2)c1=O
2	-8	-8	-1	-3.6	-1	1	-10	-1	-0.6	COc1ccc(/C=N/NC(=O)c2nnn(-c3nonc3N)c2CN(C)c2ccccc2)cc1
-1	3	1	-1	-4.0	2	-1	-6	1	1.9	COc1ccc(Cl)cc1C(=O)NNC(=O)CN1C(=O)C2CC=CCC2C1=O (configuration not stated)
1	5	-10	4	-0.9	-1	3	-17	1	0.3	Cc1ccc(N(Cc2cc3ccc(C)cc3[nH]c2=O)S(=O)(=O)c2ccccc2)cc1
-3	-4	3	6	0.1	1	5	4	/	-1.2	C[C@H](NC(=O)c1ccco1)C(=O)NNC(=O)c1ccc(F)cc1
/	-2	-2	2	0.0	-8	2	-26	/	-0.6	CSc1ccc2[nH]c(=O)cc(C)c2c1
-4	3	-7	-1	-1.4	-1	-7	4	-4	-0.2	CCCCn1c(N)c(N(CC)C(=O)c2cc(S(=O)(=O)N3CCCCCC3)ccc2OC)c(=O)[nH]c1=O
5	3	13	-2	-0.7	-11	-2	0	-4	-0.4	Cc1ccccc1OCC(=O)Nc1ccc(NC(=O)c2ccco2)cc1
-5	11	-8	-6	-0.4	41	-15	-6	-5	-2.4	COc1cc(/C=C2\SC(=S)N(C(C(=O)O)c3ccccc3)C2=O)cc(OC)c1OC (configuration not stated)
1	-2	-2	2	-1.0	0	-4	3	-1	1.1	COc1ccc(CNC(=O)CN(Cc2ccc(OC)cc2)C(=O)CCC(=O)Nc2nccs2)cc1
-3	-1	4	-1	-0.6	-3	-6	-5	-5	0.0	O=C(COC(=O)C1CC2CCCC(C1)C2=O)NNC(=O)c1ccccc1F (configuration not stated)
-1	0	2	0	-0.9	-14	-3	/	/	-2.0	CCN1C(=O)c2ccccc2Sc2ccc(C(=O)NCCN3CCOCC3)cc21
-4	-7	-5	-1	-1.9	14	4	-2	-2	-0.7	COc1ccc(NC(=O)CN(C)C(=O)c2cc(-c3ccc(Cl)cc3)nc3ccccc23)cc1
-11	-5	36*	-2	-4.4	-3	5	28	5	-0.9	O=C(Nc1nccs1)c1cn(-c2ccccc2)nc1-c1ccncc1
0	1	2	-1	-0.6	2	-3	-24	4	0.6	O=C1CS/C(=N/N=C/c2cccs2)N1
-2	-5	-7	0	0.1	-11	0	11	112*	-1.8	O=C1C2C3C=CC(O3)C2C(=O)N1N=Cc1cccc2ccccc12 (configuration not stated)
20	7	-2	1	0.4	-1	0	8	-2	-3.3	Cc1ccc(N2C(=O)c3ccccc3C2Nc2cccnc2)nc1 (configuration not stated)
-3	-5	-2	-1	-0.9	-1	2	/	-3	-1.1	COc1ccc(C)cc1N(C(=O)Cn1nnc(-c2ccc(C)o2)n1)C(C(=O)NC1CCCC1)c1ccncc1 (configuration not stated)
-2	4	41*	1	-3.8	-9	2	-17	5	1.8	CCN1CCc2c(sc(NC(=O)c3ccc(S(=O)(=O)N(CC)c4ccccc4)cc3)c2C(N)=O)C1
-1	4	-4	1	-0.3	0	-8	-3	/	-2.0	NS(=O)(=O)c1ccc(CCNC(=O)NC23CC4CC(CC(C4)C2)C3)cc1
/	-3	-2	-6	-0.9	9	-9	0	-6	0.8	CCOC(=O)C(=O)/C(=C\N(C)C)c1onc(-c2ccccc2)c1C(=O)OC
1	2	1	-1	-0.6	2	0	2	-2	1.9	O=C(c1cccc([N+](=O)[O-])c1)N1CCN(Cc2ccc3c(c2)OCO3)CC1
0	-2	0	2	0.1	-1	13	-6	-4	-0.7	Cn1cnc2c1c(=O)n(Cc1cccc(Cl)c1)c(=O)n2C
2	1	3	3	-0.5	9	-18	16	-3	0.1	COc1cc(/C=N/N=C2/NC(=O)C(Cc3ccccc3)S2)ccc1O (configuration not stated)
0	3	2	7	-0.4	8	1	-3	0	5.2	COc1cnc(-c2ccccc2)nc1Oc1ccc(Cl)cc1C
-2	-4	7	1	-2.4	-5	2	-9	-6	2.4	CCC(C(=O)Nc1cccnc1)n1c(=O)[nH]c2ccccc2c1=O (configuration not stated)
/	-7	-11	-5	-0.1	-56	-5	6	-2	-0.5	CCCc1nc2sc(C(=O)OCC)c(N)c2c2c1COC(C)(C)C2
1	0	-3	9	-1.5	0	-2	/	-2	1.0	COc1ccc(NC(=O)Cc2cccc3ccccc23)cc1
-2	-3	-11	-2	-0.2	6	0	0	7	0.6	Cc1ccc(NC(=O)CSC(C)C(=O)OC(C)C(=O)NC2CCCCC2C)cc1 (configuration not stated)
21	4	9	0	-1.4	-1	-3	/	/	0.2	CCc1ccccc1NC(=O)c1cc(-c2cccc(O)c2)on1
/	0	-4	2	-2.0	144*	-3	8	2	0.2	CCOc1ccc(C2NC(=O)C(C#N)=C(S)N2c2ccc(OC)cc2)cc1OC (configuration not stated)
-4	8	-22	-8	0.1	-12	2	-1	5	0.4	CSc1ccc(/C=c2\s/c(=C\C(=O)C(C)(C)C)n(CC(=O)NCCC3=CCCCC3)c2=O)cc1
-1	-3	-2	-2	-4.1	5	-3	-1	/	-1.3	CC(C)(C)NC(=O)c1ccccc1NC(=O)C1CC(=O)N(C2CCCCC2)C1 (configuration not stated)
0	8	2	3	0.3	-20	-2	/	/	-1.6	O=C(O)c1cc(/C=N\O)ccc1OCc1ccccc1

(list continues)
Wnt act	RTF Ca sens act	dFosB activator	V-ATPase pH	CAL PDZ FP-1	Rtt109 Vps75	Tat transport	MITF TRPM1 HTS	CAL PDZ FP-2	CDK5 p35 inh	Structure
-2	2	-2	-3	-1.0	-2	5	5	-1	0.3	CSCCC(NC(=O)c1ccccc1Cl)C(=O)Nc1ccncc1 (configuration not stated)
1	-7	-10	-5	-1.5	37	1	-3	6	2.2	C[C@@H](NC(=O)[C@@H]1Cc2ccccc2CN1)C(=O)NCC1CCCO1 (some centres not stated)
1	-2	-1	3	-2.3	-3	-5	11	-1	1.5	CCc1nnc(NC(=O)c2cc([N+](=O)[O-])ccc2N2CCOCC2)s1
-3	2	-12	-1	1.6	-2	15	0	-4	-5.1	O=C(O)COc1ccccc1C=NNc1ccc([N+](=O)[O-])cc1S(=O)(=O)Nc1ccc(Cl)cc1
17	6	6	-2	0.3	-33	8	21	-22	1.1	Nc1ccc(-c2nc3cc(N)ccc3o2)cc1
-1	-2	-2	-2	-0.8	-1	3	-4	-1	-4.2	CCOC(=O)C1(CC2CCCCO2)CCN(S(=O)(=O)c2ccc(C)s2)CC1 (configuration not stated)
0	-4	-4	0	-0.6	-2	-5	/	-8	-1.5	COc1ccc(CC2=C(O)c3ccccc3C(=O)C2=O)cc1
0	-11	?	1	-0.4	-5	9	-7	-4	0.6	CCOc1ccc(-n2c(=O)c3sccc3n(CC(=O)NC3CCCCC3)c2=O)cc1
0	0	-9	-2	-0.2	-3	11	4	-2	0.7	O=S(=O)(c1cccc(Br)c1)N1CCN(CCc2ccccc2)CC1
-3	-6	3	-4	-1.2	-9	7	1	8	0.1	O=C(/C=C/c1ccc(Cl)cc1)N1CCN(c2c(Cl)cccc2[N+](=O)[O-])CC1
49*	1	-8	-4	0.2	-7	-12	57	-2	0.3	COc1ccc(C2=NN3C(C2)c2ccccc2OC3c2cccs2)cc1 (configuration not stated)
3	5	-1	0	0.0	-1	0	14	/	0.0	O=C(COC(=O)CCC(=O)c1cccs1)NCc1ccccc1

From PubChem
